KCNQ1 inh: inhibitors of human KCNQ1 potassium channel. P51787. CHO-K1 KCNQ1, FluxOR thallium flux fluorescence; stronger effect = higher value. B-score at 10 µM. actives 1.3% (n = 310,000);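 active = compounds whose thallium flux B-score, printed positive for inhibition, exceeds three library SD while starting fluorescence stays within three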;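 note: channel opened by potassium depolarization with thallium stimulus after 20 min compound exposure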
KCNQ1 pot: potentiators or activators of human KCNQ1 potassium channel | P51787 | CHO-K1 KCNQ1, thallium flux FluxOR fluorescence; stronger effect = higher value | actives 0.35% (n = 310,000) | B-score at 10 µM;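 active = fluorescence ratio B-score, a plate-corrected score, at least three library SD, with initial intensity B-score within 5 SD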
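Assay system: CHO-K1 cells stably expressing KCNQ1; Medium: assay buffer with matched DMSO; Also added: K+/Tl+ depolarizing stimulus; Dosing: single dose; Timing: dye 90 min, compound 20 min, room temperature; Measured by: kinetic FluxOR thallium fluorescence, 10-s 1-Hz baseline, 110-s post-stimulus read; Read-out: peak-minus-minimum fluorescence over initial fluorescence, negative-control normalized, B-scored.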
KCNK3 inh: human KCNK3 channel inhibition, primary screen; CHO-KCNK3 thallium flux, FluxOR fluorescence; stronger effect = lower value; actives 0.84% (n = 340,000); AID 602410; B-score at 10 µM; O14649;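 active = B-score under library mean minus 4 SD, starting fluorescence ratio at most library mean plus 5 SD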;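 note: more negative B-score means stronger inhibition of thallium flux through KCNK3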
Target sequence (O14649 whole entry, looked up): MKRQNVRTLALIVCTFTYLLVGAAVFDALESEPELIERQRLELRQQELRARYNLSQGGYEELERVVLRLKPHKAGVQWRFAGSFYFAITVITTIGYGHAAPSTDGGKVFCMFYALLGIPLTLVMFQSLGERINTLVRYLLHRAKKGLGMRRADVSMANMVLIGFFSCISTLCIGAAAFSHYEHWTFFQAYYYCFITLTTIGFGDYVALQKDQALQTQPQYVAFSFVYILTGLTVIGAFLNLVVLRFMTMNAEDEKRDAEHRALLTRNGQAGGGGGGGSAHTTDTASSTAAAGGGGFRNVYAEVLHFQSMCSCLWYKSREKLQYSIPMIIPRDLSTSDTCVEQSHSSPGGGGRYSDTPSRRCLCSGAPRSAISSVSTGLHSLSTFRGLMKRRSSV
hERG protect: hERG (human) protection from proarrhythmic block; Q12809; CHO-hERG, FluxOR thallium flux, dofetilide IC70 present; activation (rescue from dofetilide block), less the hit threshold, % at 10 µM; actives 0.51% (n = 310,000);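 active = activation above the mean of controls blocked by dofetilide plus 5 SD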;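 note: thallium influx through hERG after potassium depolarization seen as dye fluorescence rise; in these data hits start at about 4.7%; inactives centre near -7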
DYRK1A inh: inhibitors of rat Dyrk1A kinase; ADP-Glo luminescence, NFATc1 peptide; actives 0.43% (n = 310,000); inhibition, % at 12.5 µM; in the data active = inhibition above about 50%;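 note: plate controls were vehicle with enzyme for no effect and no enzyme for full effect; many of its hits are not listed in these tables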
RGS4 inh: human RGS4 inhibition | P49798 | HEK293 M3R/RGS4 inducible, Fluo-4 calcium flux; stronger effect = higher value; triggered by carbachol at its EC20 | B-score at 10 µM | actives 0.45% (n = 310,000) | AID 463165;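 active = B-score, a plate-corrected calcium signal, over three deviations above library mean, with baseline fluorescence within five deviations of library mean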;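 note: RGS4 expression induced by doxycycline in cells with stable M3 receptor; B-score is computed from the integrated fluorescence ratio over baseline after carbachol; higher B-score means a larger calcium signal and so more RGS4 inhibition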
Target sequence (P49798 whole entry, looked up): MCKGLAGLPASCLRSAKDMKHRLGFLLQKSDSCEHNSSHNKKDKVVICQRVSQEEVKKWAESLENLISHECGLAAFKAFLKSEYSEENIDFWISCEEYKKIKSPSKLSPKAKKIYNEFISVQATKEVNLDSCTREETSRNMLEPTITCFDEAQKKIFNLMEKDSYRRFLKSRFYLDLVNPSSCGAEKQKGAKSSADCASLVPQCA
GSK3A inh: human GSK-3 alpha kinase inhibition | ADP-Glo luminescence, 60 min | inhibition, % at 10 µM | P49840 | actives 0.1% (n = 320,000) | AID 2650;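 in the data active = inhibition above about 50%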;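 note: GST-tagged GSK-3 alpha with peptide substrate and 25 µM ATP; 0% = DMSO neutral wells and 100% = GW8510 positive control wells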
RGS4 pot: RGS4 potentiation or activation; B-score at 10 µM; actives 0.92% (n = 310,000); HEK293 M3R/inducible RGS4, carbachol calcium flux Fluo4; stronger effect = lower value;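 active = B-score of the integrated calcium signal more than 4 SD below the library mean, with starting fluorescence not abnormally high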;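 note: negative B-score means reduced calcium response which marks RGS4 activation or potentiation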
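Reagent: ECmax carbachol challenge; Test system: M3R-expressing HEK293 line, RGS4 induced by doxycycline; Schedule: overnight RGS4 induction, 30 min dye load 37 °C, 20 min compound RT; Detection: calcium dye Fluo4 fluorescence; Read-out: Agonist-evoked peak-minus-minimum fluorescence over baseline, integrated ratio, B score.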
KCNK9 block: blocks the human KCNK9 two-pore domain potassium channel; actives 1.2% (n = 310,000); B-score at 10 µM; Q9NPC2; AID 488922; HEK293 KCNK9, FluxOR thallium flux fluorescence; stronger effect = lower value;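 active = ratio B-score over 3 SD below the library mean, with starting fluorescence within 5 SD of its mean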;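 note: negative B-score means less thallium flux so channel inhibition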
GSK3beta inhib: blocks human GSK3beta kinase activity; P49841; GST-GSK3beta kinase, ADP-Glo luminescence, 60 min; stronger effect = lower value; activity score (negative = inhibition), % at 10 µM; actives 0.038% (n = 300,000); AID 2097;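 active = more than half of replicate wells score below -50%, meaning over 50% inhibition versus plate controls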;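 note: 0% = median DMSO wells and -100% = median GW8510 positive control wells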
Target sequence (P49841 whole entry, looked up): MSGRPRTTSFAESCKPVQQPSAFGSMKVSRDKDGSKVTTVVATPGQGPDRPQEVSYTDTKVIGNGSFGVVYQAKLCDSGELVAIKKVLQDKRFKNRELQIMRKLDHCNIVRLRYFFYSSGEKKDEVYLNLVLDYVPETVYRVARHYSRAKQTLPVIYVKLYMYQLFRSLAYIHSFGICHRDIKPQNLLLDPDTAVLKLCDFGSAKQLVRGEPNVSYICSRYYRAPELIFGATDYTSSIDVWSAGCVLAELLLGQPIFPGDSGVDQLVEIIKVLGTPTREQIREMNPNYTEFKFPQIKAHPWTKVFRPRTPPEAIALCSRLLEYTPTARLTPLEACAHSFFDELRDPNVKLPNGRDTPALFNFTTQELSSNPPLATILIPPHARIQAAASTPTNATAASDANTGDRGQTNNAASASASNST
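Test system: GST-fused GSK3beta enzyme, cell-free | Quantity: 1.6 ng GST-GSK3beta enzyme per well | Reagent: 25 µM ATP with peptide substrate | Schedule: 60 min enzyme reaction, room temperature | Signal: Luminescent ADP-Glo measurement of ADP formed | Read-out basis: Score relative to plate controls | Control set: DMSO and 20 µM GW8510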
PolyA inhibitor: yeast polyadenylation inhibition; calls only at 12 µM; S. cerevisiae SKY197-pL101 polyadenylation reporter, beta-gal luminescence; efflux-impaired pdr1/pdr3 knockout yeast; score 100 = 6 SD above DMSO; actives 0.02% (n = 300,000);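 active = lowest replicate activity score at least 50, where 100 means six control SD above control mean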;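 note: yeast exposed to compound for 9 h at 30 °C; higher score means more reporter readthrough which indicates perturbed polyadenylation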
* = called active by the depositor; i = inactive; / = no result given.

Results follow in this order: KCNQ1 inh | KCNQ1 pot | KCNK3 inh | hERG protect | DYRK1A inh | RGS4 inh | GSK3A inh | RGS4 pot | KCNK9 block | GSK3beta inhib | PolyA inhibitor
1: O=C(CN1CCc2ccccc2C1)NCC(=O)Nc1ccc(F)cc1
→ i | i | i | -7.6 | / | i | -1.3 | i | i | 3.1 | i
2: Cc1ccc2[nH]cc(CCNC(=O)C3CCCCC3)c2c1
→ i | i | i | 1.0 | / | i | -3.3 | i | i | 0.7 | i
3: COc1ccc(OCC(=O)NNC(=O)C(=O)Nc2cc(OC)ccc2OC)cc1
→ i | i | i | 14.7* | 3.8 | i | -0.4 | i | i | 4.2 | i
4: CCC(C)c1ccc(NC(=O)COC(=O)c2nc3nccc(C)n3n2)cc1 (stereo not drawn)
→ i | i | i | -19.8 | -1.5 | i | -0.2 | i | i | -3.1 | i
5: CCOC(=O)c1ccc(NC(=O)c2nc[nH]c2C(=O)N(CC)CC)cc1
→ i | i | i | -10.1 | 1.9 | i | 3.7 | i | i | -3.0 | i
6: CC1Sc2ccccc2N(CC(=O)N(C(C)C)C(C)C)C1=O (stereo not drawn)
→ i | i | i | -6.5 | 2.8 | i | 0.3 | i | i | -0.7 | i
7: CCc1nnc(NC(=O)CCC(=O)N2CCN(Cc3ccc(OC)c(F)c3)CC2)s1
→ i | i | i | -3.7 | -2.6 | i | -0.7 | i | i | 2.8 | i
8: CCO[C@H]1OC(C(=O)NCc2ccccc2)=C[C@@H](c2ccccc2)[C@@H]1CCCO
→ i | i | i | -4.7 | 2.5 | i | 0.1 | i | i | -0.4 | i
9: COc1ccccc1N1CC(C(=O)OCC(=O)c2ccc(F)cc2)CC1=O (stereo not drawn)
→ i | i | i | -16.6 | 8.9 | i | -2.9 | i | i | 2.4 | i
10: CCOC(=O)N1CCN(S(=O)(=O)c2ccc(C(=O)Nc3sc4c(c3C#N)CCC4)cc2)CC1
→ i | i | i | -0.6 | -4.8 | i | -0.7 | i | i | -0.2 | i
11: N#CC1=C(N)OC2=C(C(=O)CCC2)C12CCC1(CC2)OCCO1
→ i | i | i | -12.0 | 2.4 | i | 1.9 | i | i | -2.3 | i
12: Cc1cc(Cl)c(S(=O)(=O)N2CCSCC2)cc1OCC(=O)NC1CCCCC1
→ i | i | i | -2.5 | -4.1 | i | -1.9 | i | i | -0.4 | i
13: COc1ccc(C(=O)NCC(=O)N/N=C/c2ccc([N+](=O)[O-])o2)cc1OC
→ i | i | i | -7.2 | 1.3 | i | 1.4 | i | i | -6.1 | i
14: COc1ccc(Cc2c(O)nc(SCC(C)C)[nH]c2=O)cc1
→ i | i | i | 2.1 | 4.2 | i | -0.9 | i | i | -1.3 | i
15: CNC(=S)N1N=C(c2ccc(C)cc2)CC1c1cc(OC)ccc1OC (stereo not drawn)
→ i | i | i | -5.7 | 2.0 | i | -0.2 | i | i | 0.1 | i
16: OCCNC(=S)c1ccccc1
→ i | i | i | -2.7 | 0.5 | i | 3.2 | i | i | -6.4 | i
17: O=C(O)CCCNS(=O)(=O)c1cccs1
→ i | i | i | -10.6 | 3.0 | i | 1.5 | i | i | 3.8 | i
18: COC(=O)c1sccc1NC(=O)CSc1ccccc1NS(=O)(=O)c1ccc(Cl)cc1
→ i | i | i | -1.0 | -1.7 | i | 2.0 | i | i | 2.9 | i
19: CC12CNCC(C)(CN(C3(O)C(=O)Nc4ccc(Br)cc43)C1)C2=O (stereo not drawn)
→ i | i | i | -17.6 | 4.5 | i | -0.1 | i | i | 0.4 | i
20: CCOP(=O)(c1ccc(N(C)C)cc1)C(O)c1ccccc1OC (stereo not drawn)
→ i | i | i | -5.9 | -1.7 | i | -2.7 | i | i | -1.0 | i

Compound profiles, from the list above. Order of values: KCNQ1 inh	KCNQ1 pot	KCNK3 inh	hERG protect	DYRK1A inh	RGS4 inh	GSK3A inh	RGS4 pot	KCNK9 block	GSK3beta inhib	PolyA inhibitor
COc1ccc(Cc2c(O)nc(SCC(C)C)[nH]c2=O)cc1 across the screens: i	i	i	2.1	4.2	i	-0.9	i	i	-1.3	i
Cc1cc(Cl)c(S(=O)(=O)N2CCSCC2)cc1OCC(=O)NC1CCCCC1 across the screens: i	i	i	-2.5	-4.1	i	-1.9	i	i	-0.4	i
Cc1ccc2[nH]cc(CCNC(=O)C3CCCCC3)c2c1 across the screens: i	i	i	1.0	/	i	-3.3	i	i	0.7	i
COC(=O)c1sccc1NC(=O)CSc1ccccc1NS(=O)(=O)c1ccc(Cl)cc1 across the screens: i	i	i	-1.0	-1.7	i	2.0	i	i	2.9	i

Remaining list, next part
Results follow in this order: KCNQ1 inh | KCNQ1 pot | KCNK3 inh | hERG protect | DYRK1A inh | RGS4 inh | GSK3A inh | RGS4 pot | KCNK9 block | GSK3beta inhib | PolyA inhibitor
21: CSc1ccc(C2C(C(=O)c3ccco3)=C(O)C(=O)N2c2nnc(SC)s2)cc1 (stereo not drawn)
→ i | i | i | -6.2 | -7.9 | i | / | i | i | 3.4 | i
22: COc1ccc(CNC(=O)CCn2c(=O)oc3ccccc32)cc1
→ i | i | i | -6.6 | -2.9 | i | -0.9 | i | i | -4.7 | i
23: O=C(Nc1cccc([N+](=O)[O-])c1)c1[nH]ncc1Cl
→ i | i | i | -3.2 | 22.8 | i | 5.8 | i | i | -23.5 | i
24: CC(=O)Nc1cccc(/C(C)=N/NC(=O)c2cc(-c3ccncc3)nc3ccccc23)c1
→ i | i | i | -13.6 | 9.3 | i | 0.4 | i | i | 0.4 | i
25: CC(C)Oc1ccc(C2C(C#N)=C(N)Oc3c2oc(CO)cc3=O)cc1 (stereo not drawn)
→ i | i | i | -12.0 | / | i | -0.4 | i | i | -1.5 | i
26: C/C(=N/NC(=O)CNc1ccc(Cl)cc1C)c1ccc(C)cc1
→ i | i | i | -7.7 | -7.0 | i | -0.7 | i | i | 0.7 | i
27: CC1CC(C)CN(CCCNC(=O)Cc2c(C(=O)O)n(C)c3ccccc23)C1 (stereo not drawn)
→ i | i | i | -9.4 | 0.8 | i | -0.8 | i | i | -1.5 | i
28: CNC(=O)/C(=C\c1ccc2c(c1)OCO2)NC(=O)c1ccc(Br)cc1
→ i | i | i | -6.3 | -0.8 | i | 1.9 | i | i | -5.9 | i
29: CCN1CCc2c(sc(NC(=O)c3ccc4ccccc4c3)c2C(N)=O)C1
→ i | i | i | -28.9 | -3.0 | i | -0.9 | i | -6.85* | -1.0 | i
30: c1ccc2[nH]c(-c3cscn3)nc2c1
→ i | i | i | -3.1 | 10.8 | i | -0.2 | i | i | 0.9 | i
31: CCOc1ccc2[nH]c(=O)c(CN(Cc3nnnn3Cc3ccccc3)CC3CCCO3)cc2c1 (stereo not drawn)
→ i | i | i | -11.0 | 2.1 | i | 6.6 | i | i | -2.8 | i
32: COc1cc(C(=O)NC2CCN(Cc3ccccc3)CC2)cc(Cl)c1OC(C)C
→ i | i | i | -10.1 | 3.8 | i | -3.8 | i | i | -0.6 | i
33: CCN(CC)CCNS(=O)(=O)c1ccc(C(=O)NN)cc1
→ i | i | i | -8.9 | / | i | -0.7 | i | i | -1.6 | i
34: Cn1cc(/C=C2\SC(=O)NC2=S)c2ccccc21
→ i | i | i | 15.9* | -4.1 | i | 1.5 | i | i | -0.7 | i
35: CCN(C(=O)CCc1nc(-c2ccccc2F)no1)c1cc(OC)ccc1OC
→ i | i | i | -13.7 | -0.3 | i | / | i | i | -0.2 | i
36: CCN1CCc2c(OCC(=O)Nc3ccccc3)cccc2C1=O
→ i | i | i | -7.1 | 0.9 | i | -1.6 | i | i | -0.2 | i
37: Cc1ccc(NC(=O)CC2SC(=Nc3ccc(O)cc3)NC2=O)cc1 (stereo not drawn)
→ i | i | i | -10.7 | -2.6 | i | 0.2 | i | i | 3.1 | i
38: O=C(NCc1nnc2c(C(F)(F)F)cc(Cl)cn12)c1ccco1
→ i | i | i | -5.9 | -0.5 | i | -2.3 | i | i | -2.0 | i
39: Cc1ccc(S(=O)(=O)Nc2c(O)c3ccccc3oc2=O)cc1C
→ i | i | i | -5.4 | 0.5 | i | -3.2 | i | i | 1.4 | i
40: CCOc1ccccc1C(=O)N[C@H](C(=O)Nc1cc(S(=O)(=O)N(C)C)ccc1OC)C(C)C
→ i | i | i | -3.8 | / | i | -1.0 | i | i | 2.8 | i
41: COc1cccc(NC(=O)CN(C)C(=O)CCNC(=O)c2ccc(Br)cc2)c1
→ i | i | i | -11.6 | -4.9 | i | -4.1 | i | i | -2.2 | i
42: Cc1cccc(OCc2nnc(SCC(=O)N3CCCC3)o2)c1
→ i | i | i | -6.3 | -5.4 | i | -1.0 | i | i | 2.1 | i
43: Cc1csc(NC(=O)CCCC(=O)O)c1-c1nc2ccccc2s1
→ i | i | i | -0.2 | / | 6.15* | 2.8 | i | i | 2.3 | i
44: Cc1ccc(S(=O)(=O)Nc2ccccc2C(=O)N2CCCCCC2)cc1
→ i | i | i | -9.1 | 1.5 | i | -1.5 | i | i | 1.5 | i
45: COc1ccc(NC(=O)COC(=O)c2ccccc2SCC(=O)N2CCCC2)cc1
→ i | i | i | -10.4 | -11.0 | i | -0.4 | i | i | -0.6 | i
46: CCc1c(O)nc(SCC(=O)Nc2nc3ccccc3s2)n(C2CCCCC2)c1=O
→ 7* | i | i | -7.5 | / | 5.83* | -6.7 | i | i | 0.0 | i
47: Cc1ccc(NC(=O)COC(=O)CCCC2=NS(=O)(=O)c3ccccc3N2)cc1C
→ i | i | i | -6.0 | 33.7 | i | -0.9 | i | i | -6.8 | i
48: CC(C)NC(=O)CCNS(=O)(=O)c1ccc(Br)cc1
→ i | i | i | -10.9 | -8.3 | i | -0.1 | i | i | 0.2 | i
49: CCOC(=O)CNC(=O)CSc1nc(-c2ccccc2)ns1
→ i | i | i | -8.0 | / | i | -3.0 | i | i | 2.9 | i
50: COCC(C)NC(=S)Nc1ccccc1[N+](=O)[O-] (stereo not drawn)
→ i | i | i | -4.0 | / | i | -1.9 | i | i | 2.1 | i
51: CCOC(=O)N1CCN(c2ccc(C(=O)CC)cc2F)CC1
→ i | i | i | -5.2 | -3.6 | i | -1.5 | i | i | -1.3 | i
52: CNC(=O)CSCc1c(F)cccc1Cl
→ i | i | i | 2.7 | 5.8 | i | 2.6 | i | i | -2.9 | i

From PubChem BioAssay

The list is partial; count on the stated rates, not on these rows.
